aDG glyco act: increases alpha dystroglycan glycosylation; Pro5-aDG cells, alpha-DG glycosylation AlphaScreen (IIH6); 0% Pro5, 100% B10-LARGE cell signal; activation, % at 10 µM; hit rate 0.22% among 360,000;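 active means activation of at least 8% versus controls, or a plate z-score of at least 8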;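 further: Pro5 are CHO cells carrying HIG-tagged alpha-DG that lacks glycosylation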
ABHD5 PLIN5 PPI: inhibitors of human ABHD5-perilipin-5 interaction. hit rate 0.78% among 360,000. Q00G26+Q8WTS1. inhibition, % at 4 µM. AID 602281. Split G. princeps luciferase complementation, luminescence, 4 h;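 active means inhibition above the mean inhibition across every tested compound plus 3 SD, cut at about 22% in these data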;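 further: 0% = DMSO only wells and the 100% control is not disclosed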
N-glyco inh: N-linked glycosylation inhibition. D54 ERlucT glycosylation luciferase reporter, 24 h; percent of 100 nM tunicamycin response. reporter increase, % at 12.5 µM. hit rate 0.23% among 360,000;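 active means mean luciferase reporter signal, scaled so untreated is 0 and the glycosylation-blocking control 100, at or above a set limit in every replicate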;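 further: luciferase carries N-glycosylation sites so blocking glycosylation raises the light; 0% = median of neutral control wells and 100% = median of 100 nM tunicamycin wells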
MC4R ag barr: activates human MC4R beta-arrestin recruitment; P32245; U2OS MC4R beta-arrestin complementation, luminescence; percent of melanotan II response, DMSO zero; activation, % at 8.9 µM; hit rate 0.98% among 360,000; AID 540308;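 active means activation above a per-plate cutoff, the mean activation of sample wells on that plate plus 3 SD, cut at about 8% in these data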
Target sequence (P32245 whole entry, looked up): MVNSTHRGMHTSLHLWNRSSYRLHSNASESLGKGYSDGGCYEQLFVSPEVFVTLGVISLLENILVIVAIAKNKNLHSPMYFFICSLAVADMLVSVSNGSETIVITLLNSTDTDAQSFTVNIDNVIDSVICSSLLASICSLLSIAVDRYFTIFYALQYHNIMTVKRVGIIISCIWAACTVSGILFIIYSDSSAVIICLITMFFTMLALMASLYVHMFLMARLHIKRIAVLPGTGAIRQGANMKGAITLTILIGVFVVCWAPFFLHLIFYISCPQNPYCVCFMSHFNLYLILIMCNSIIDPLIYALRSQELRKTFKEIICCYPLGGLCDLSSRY
Granule exo inh: blocks lytic granule exocytosis; TALL-104 LAMP-1 surface exposure, flow cytometry; cells stimulated with thapsigargin and PMA; inhibition, % at 10 µM; hit rate 0.66% among 360,000; AID 651702;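 active means inhibition above about 55%, limit read from the data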
ABCB6 inh MLPCN: human ABCB6 transporter inhibition; K562-ABCB6 porphyrin accumulation, flow cytometry, 1 h; stronger effect = lower value; fluorescence ratio to DMSO, % at 10 µM; hit rate 0.19% among 360,000;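 active means fluorescence ratio to DMSO below 75%, the collection mean minus 3 SD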;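 further: signal is porphyrin accumulated inside mitochondria; 100% equals median channel fluorescence of DMSO control wells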
MC4R antag cAMP: blocks human MC4R cAMP signaling; MC4R-expressing cells, MTII-stimulated cAMP, LANCE TR-FRET; inhibition, % at 6.5 µM; hit rate 0.48% among 360,000;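 active means inhibition above its plate's cutoff, the mean of tested wells on that plate plus 3 SD, cut at about 29% in these data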;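 further: 0% = Melanotan II alone and 100% = Melanotan II plus saturating MCL0020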
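Assay system: U2OS cells stably expressing human melanocortin 4 receptor (MC4R) / Dosing: 6.5 µM / Timing: compound 30 min, challenge 1 h, detection 1 h / Measured by: Eu-cAMP/anti-cAMP TR-FRET, emission 671 nm / Replicates: singlicate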
m5-HT2A agonist: activates the mouse 5-HT2A serotonin receptor; hit rate 0.66% among 360,000; P35363; activation, % at 7.6 µM; CHO-K1 mHTR2A beta-arrestin complementation, luminescence; percent of 30 µM serotonin response; AID 624169;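 active means activation above a run cutoff, the mean activation of all tested compounds plus 3 SD, cut at about 14% in these data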;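 further: 0% = plate median of compound wells and 100% = 30 µM serotonin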
Target sequence (P35363 whole entry, looked up): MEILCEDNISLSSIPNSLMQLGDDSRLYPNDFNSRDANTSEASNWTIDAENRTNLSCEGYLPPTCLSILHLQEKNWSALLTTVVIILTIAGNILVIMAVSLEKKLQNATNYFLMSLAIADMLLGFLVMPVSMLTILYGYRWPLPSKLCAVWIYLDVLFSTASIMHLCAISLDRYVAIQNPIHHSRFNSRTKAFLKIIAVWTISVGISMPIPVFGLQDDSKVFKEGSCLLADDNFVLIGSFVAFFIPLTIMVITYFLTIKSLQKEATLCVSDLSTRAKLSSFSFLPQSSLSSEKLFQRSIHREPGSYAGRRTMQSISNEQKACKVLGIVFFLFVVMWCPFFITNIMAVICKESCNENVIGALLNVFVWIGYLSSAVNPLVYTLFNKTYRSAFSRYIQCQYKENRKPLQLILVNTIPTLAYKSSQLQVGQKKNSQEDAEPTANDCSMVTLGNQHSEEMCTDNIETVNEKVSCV
hiPSC survival: increases survival of single human iPS cells | hiPSC single-cell survival, ATPlite luminescence; 100% = ROCK inhibitor wells, 0% = DMSO | survival enhancement, % at 20 µM | hit rate 0.044% among 360,000 | AID 602274; in the data active means survival enhancement above about 18%;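 further: cells exposed to compounds for 16 hours before the ATP read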
H9c2 protect: modulators protecting cardiomyocytes from myocardial damage. protection from H2O2 cell death, % at 20 µM. H9c2 cardiomyocytes, H2O2 injury protection, ATPLite, 2 h. hit rate 0.63% among 360,000. AID 588492;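 active means compounds giving at least 50% protection of heart cells from peroxide-induced death in the single-dose screen, raw or plate-pattern-corrected value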;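 further: 0% = DMSO wells with peroxide and 100% = DMSO wells without peroxide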
Numbers without * were called inactive; . = no result given; & = joins results of further samples. Hits appear at their usual frequency; overall some 4.5% were active at least once.

Start of the listing, in advance, 10 compounds:
Under each structure: aDG glyco act	ABHD5 PLIN5 PPI	N-glyco inh	MC4R ag barr	Granule exo inh	ABCB6 inh MLPCN	MC4R antag cAMP	m5-HT2A agonist	hiPSC survival	H9c2 protect
COc1ccc(NC(=O)CCN2C(=O)c3ccccc3C2=O)c(OC)c1
    0.1	0	1	-0.7	-10	98	0	2	-0.2	2
CC(OC(=O)/C=C/c1cccs1)C(=O)Nc1ccc(S(N)(=O)=O)cc1 (stereo unspecified)
    -0.1	-4	-2	-0.3	-3	107	4	-2	0.8	-9
CC1CCCCC1NC(=O)c1ccc(-n2cncn2)cc1 (stereo unspecified)
    0.0	9	1	-1.2	1	98	7	-3	0.2	-5
COc1c(OC(C)=O)ccc(/C=C/c2ccc3cccc(OCc4ccccc4)c3n2)c1[N+](=O)[O-]
    -0.1	2	-2	-2.0	6	91	4	-1	-1.9	-13
CC1(C)CC(=O)C2=C(C1)N(CCN1CCOCC1)C1=C(C(=O)CC(C)(C)C1)C2c1cccc(Cl)c1
    0.0	-1	0	-0.9	-4	101	1	-3	2.2	38
OCC(CO)(CO)NC(=S)Nc1cc(Cl)cc(Cl)c1
    -0.1	2	1	0.3	-2	97	13	-2	-0.3	2
Cc1ccc(CNC(=O)C(=O)NCC2OCCCN2S(=O)(=O)c2ccc(F)cc2)cc1 (stereo unspecified)
    1.8	-2	-1	0.8	-1	99	-2	-7	0.6	-1
COC(=O)c1cc(Br)c(=O)n(CCc2ccccc2)c1
    0.0	4	-1	0.9	-3	98	-6	3	0.0	7
CCCCN(C(=S)Nc1cccc(C)c1C)c1c(N)n(CCC)c(=O)[nH]c1=O
    0.0	2	1	2.1	-3	118	-11	1	1.0	-3
Cc1noc(C)c1C(=O)OCC(=O)Nc1ccc(S(N)(=O)=O)cc1
    0.1	6	1	-2.9	-2	99	10	3	1.5	-3

All compounds of this part, previewed entries included:
Under each structure: aDG glyco act	ABHD5 PLIN5 PPI	N-glyco inh	MC4R ag barr	Granule exo inh	ABCB6 inh MLPCN	MC4R antag cAMP	m5-HT2A agonist	hiPSC survival	H9c2 protect
COc1ccc(NC(=O)CCN2C(=O)c3ccccc3C2=O)c(OC)c1
    0.1	0	1	-0.7	-10	98	0	2	-0.2	2
CC(OC(=O)/C=C/c1cccs1)C(=O)Nc1ccc(S(N)(=O)=O)cc1 (stereo unspecified)
    -0.1	-4	-2	-0.3	-3	107	4	-2	0.8	-9
CC1CCCCC1NC(=O)c1ccc(-n2cncn2)cc1 (stereo unspecified)
    0.0	9	1	-1.2	1	98	7	-3	0.2	-5
COc1c(OC(C)=O)ccc(/C=C/c2ccc3cccc(OCc4ccccc4)c3n2)c1[N+](=O)[O-]
    -0.1	2	-2	-2.0	6	91	4	-1	-1.9	-13
CC1(C)CC(=O)C2=C(C1)N(CCN1CCOCC1)C1=C(C(=O)CC(C)(C)C1)C2c1cccc(Cl)c1
    0.0	-1	0	-0.9	-4	101	1	-3	2.2	38
OCC(CO)(CO)NC(=S)Nc1cc(Cl)cc(Cl)c1
    -0.1	2	1	0.3	-2	97	13	-2	-0.3	2
Cc1ccc(CNC(=O)C(=O)NCC2OCCCN2S(=O)(=O)c2ccc(F)cc2)cc1 (stereo unspecified)
    1.8	-2	-1	0.8	-1	99	-2	-7	0.6	-1
COC(=O)c1cc(Br)c(=O)n(CCc2ccccc2)c1
    0.0	4	-1	0.9	-3	98	-6	3	0.0	7
CCCCN(C(=S)Nc1cccc(C)c1C)c1c(N)n(CCC)c(=O)[nH]c1=O
    0.0	2	1	2.1	-3	118	-11	1	1.0	-3
Cc1noc(C)c1C(=O)OCC(=O)Nc1ccc(S(N)(=O)=O)cc1
    0.1	6	1	-2.9	-2	99	10	3	1.5	-3

Further results follow:
Under each structure: aDG glyco act	ABHD5 PLIN5 PPI	N-glyco inh	MC4R ag barr	Granule exo inh	ABCB6 inh MLPCN	MC4R antag cAMP	m5-HT2A agonist	hiPSC survival	H9c2 protect
CC(C)[C@H](NC(=O)c1ccccc1)C(=O)O
    0.1	-2	0	-1.1	-3	105	6	2	0.0	1
CCN(Cc1ccccc1)C(c1ccccn1)c1nnnn1C1CCCCC1 (stereo unspecified)
    0.4	-6	-3	2.6	5	99	3	8	4.9	-13
COc1ccc(-c2[nH][nH]c(=O)c2NC(=O)c2ccccn2)cc1
    0.9	-24	0	.	-4	99	.	3	-0.4	5
Oc1ccc(-c2csc(-c3c[nH]c4ccccc34)n2)c(O)c1
    0.5	3	22	1.8	13	109	-3	-2	-1.1	-6
Cc1ccc(CN2CCN(Cc3cn(C)nc3-c3ccccc3)CC2CCO)o1 (stereo unspecified)
    -0.1	1	1	0.1	1	91	-3	4	-0.7	6
COc1cccc(-n2nc(C(C)=O)c(=O)[nH]c2=O)c1
    -0.1	-10	0	0.4	-2	95	-5	-1	-0.9	-3
O=C(CN1CCOCC1)NCc1ccc(F)cc1
    0.2	-2	2	-1.2	-8	89	-3	4	0.7	-2
COc1ccccc1C(O)(C(=O)NNc1cccc(C)c1)c1ccccc1OC
    -0.2	-8	2	-1.2	-1	103	-2	4	-0.3	3
COc1cc2c(cc1OC)C(C(=O)NCc1cccnc1)C(c1cccnc1)N(C)C2=O (stereo unspecified)
    -0.2	-7	3	-2.1	-1	99	0	-3	-1.7	3
O=C(NCc1ccc(F)cc1)c1cnc(Cl)c(Cl)c1
    0.2	8	0	-0.1	-1	94	19	3	-0.8	-3

Remaining list, next part.
Under each structure: aDG glyco act	ABHD5 PLIN5 PPI	N-glyco inh	MC4R ag barr	Granule exo inh	ABCB6 inh MLPCN	MC4R antag cAMP	m5-HT2A agonist	hiPSC survival	H9c2 protect
Cc1cc2ccccc2n1CCNC(=O)Cc1cccc2ccccc12
    0.2	5	-4	-2.2	1	103	4	-2	-0.4	5
CCc1nc2c(OCc3ccc(C(F)(F)F)cc3)cccn2c1N(C)C(=O)c1ccc(C)cc1
    0.2	1	6	-0.1	4	91	-1	-4	4.0	0
CC1(C)c2ccccc2N(CC(N)=O)C12C=Cc1ccccc1O2 (stereo unspecified)
    0.0	5	-2	0.7	-26	100	2	2	0.0	-6
CC1(C)C(=O)Nc2ccccc2N1C(=O)COC(=O)COc1cccc(C(F)(F)F)c1
    -0.2	2	-1	-1.9	5	98	-4	5	-0.4	2
CC1(C)Cc2c(C#N)c(SCCOc3ccccc3)nc(N3CCOCC3)c2CO1
    2.5	6	4	-1.0	0	92	13	5	-2.5	23
COc1ccc(S(=O)(=O)Nc2cc(S(=O)(=O)N3CCOCC3)ccc2OC)cc1
    0.0	-1	0	-2.1	0	95	24	1	-0.5	-2
CCN1CCN(Cc2ccc(C(=O)Nc3ccc(C)c(NCc4cnc(NC(=O)OC)cn4)c3)cc2C(F)(F)F)CC1
    -0.1&-0.2	6&11	1&0	0.5&-1.6	0&-8	102&95	0&9	-3&-5	5.4&-2.2	1&-7
CCOC(=O)N1CCN(S(=O)(=O)c2ccc3c(c2)CCN3C(=O)C2CCC2)CC1
    0.2	-8	2	-2.1	-3	96	-2	-2	3.0	-21
Cc1cccc(NC(=O)CSc2n[nH]c(-c3ccncc3)n2)c1C
    -0.2	1	2	-2.4	-6	106	17	-1	-0.2	4
Cc1ccc(NC(=O)c2cc(NC(=O)C3CC=CCC3C(=O)O)ccc2N2CCOCC2)cc1Cl (stereo unspecified)
    0.0	-3	-1	-0.1	-3	98	7	2	0.7	-1

Remaining list, next part.
Under each structure: aDG glyco act	ABHD5 PLIN5 PPI	N-glyco inh	MC4R ag barr	Granule exo inh	ABCB6 inh MLPCN	MC4R antag cAMP	m5-HT2A agonist	hiPSC survival	H9c2 protect
CCN1C(=O)c2cccc3c(S(=O)(=O)NCc4ccco4)ccc1c23
    0.3	18	11	0.1	6	98	10	-6	2.2	9
CC(C)NC(=O)N1CCN(c2ccncc2S(=O)(=O)N2CCOCC2)CC1
    -0.1	4	1	0.5	2	97	-4	0	1.4	5
O=C(CCSCc1ccccc1F)N1CCN(c2ccccn2)CC1
    0.0	-2	-2	-1.3	-2	106	7	-2	8.5	6
O=C(NCC1CCN(Cc2ccccc2Cl)CC1)Nc1cccc(Cl)c1
    0.9	-2	-2	4.7	10	98	30*	-4	-0.5	1
O=C(CN1C(=O)C(=O)N(Cc2ccccc2)C1=O)Nc1ccc(F)c(Cl)c1
    0.0	0	0	0.1	-1	95	-1	2	2.1	0
CCc1cccc(NC(=O)CCc2nc3sc4c(c3c(=O)[nH]2)CCCC4)c1
    0.2	-4	2	3.2	7	101	7	8	0.2	-2
COCCN(CCOC)C(=O)c1ccc(SCc2ccc(C)cc2)c([N+](=O)[O-])c1
    -0.2	-1	-1	-3.2	2	90	4	-6	-0.5	7
O=c1oc2c(CN3CCCCC3)c(O)ccc2c2c1CCCC2
    -0.5	7	-3	-1.4	1	96	0	-5	-0.3	-1
O=C(Cn1nnc2ccccc21)Nc1ccc(Cl)cn1
    -0.2	-3	3	-1.7	-1	97	5	-4	-0.8	-1
COc1ccc(C(=O)N/N=C/c2ccc(OC(=O)c3ccccc3)cc2)cc1
    -0.1	5	4	0.2	-1	99	-7	2	1.2	3

(list continues)
Under each structure: aDG glyco act	ABHD5 PLIN5 PPI	N-glyco inh	MC4R ag barr	Granule exo inh	ABCB6 inh MLPCN	MC4R antag cAMP	m5-HT2A agonist	hiPSC survival	H9c2 protect
CCOc1ccc(C2NC(=O)C(C#N)=C(S)N2c2cccc(C)c2)cc1OC (stereo unspecified)
    -0.3	-2	-1	-4.3	69*	100	23	0	3.6	-5
CCOC(=O)CNC(=O)N1c2ccccc2Sc2ccccc21
    0.0	0	0	-1.6	2	90	13	4	-0.5	0
C[C@H]1CN([C@@H](C)CO)C(=O)c2cccc(NC(=O)Nc3ccc(C(F)(F)F)cc3)c2O[C@H]1CN(C)C
    -0.1	28*	-4	0.6	23	98	5	-9	-1.8	16
O=C(C1COc2ccccc2O1)N1CCN(c2ccccn2)CC1 (stereo unspecified)
    0.2	13	1	-0.9	-1	100	0	2	-0.5	20
Cc1ccc(/C=C/C(=O)O)cc1S(=O)(=O)N(CCO)CCO
    0.1	-2	4	0.0	-3	100	-3	-1	-1.6	3
COc1cc(C)ccc1OCc1cc(C(=O)NCc2ccncc2)no1
    0.1	-4	0	-3.1	0	100	8	3	-0.2	3
Cc1cc(C)n(Cc2n[nH]c(=S)n2Cc2ccccc2)n1
    0.7	-6	1	0.3	-1	109	-2	2	-4.1	-1
Cc1ccc(/C(O)=C/C(=O)C(=O)NC23CC4CC(CC(C4)C2)C3)cc1
    0.1	-1	1	0.2	0	99	-4	0	-0.1	22
O=C(CN1C(=O)NC2(CCCC2)C1=O)OCc1c(F)cccc1Cl
    -0.4	-2	-2	-1.2	2	99	-1	17*	-0.3	11
Cc1cc(C(=O)Nc2sccc2C#N)c2ccccc2n1
    0.3	5	6	0.6	2	102	3	1	1.1	8
CCOC(=O)Cc1csc(NC(=O)c2c(-c3c(Cl)cccc3Cl)noc2C)n1
    -0.3	0	-2	-2.1	0	97	10	-1	-1.1	27
CN1CCN(C(=O)c2ccc3c(c2)OCCO3)CC1
    0.3	-1	6	-0.7	0	101	-1	1	-1.9	4
CCSC1=C(C#N)C(c2ccccc2Cl)CC(=O)N1 (stereo unspecified)
    -0.4	0	0	-0.8	0	95	10	-1	-0.6	-6

Assay outcomes (PubChem)
